Screening data (PubChem)
p97 inhibitor: inhibitors of human p97 ATPase; AID 1481; actives 0.42% (n = 220,000); P55072; recombinant p97 ATPase, Kinase-Glo ATP luminescence, 3 h; inhibition, % at 8 µM; in the data active = inhibition above about 15%;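 also: 0% = DMSO vehicle and 100% = wells lacking enzyme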
Wee1 stabilizer: blocks degradation of human Wee1 kinase | P30291 | HeLa Luc-Wee1K328M stability, luciferase luminescence; 100% = proteasome inhibitor MG132 effect | reporter increase, % at 5 µM | actives 1.2% (n = 220,000) | AID 1321;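 active = activation above the mean of all tested compounds plus 3 SD, set per screening run, cut at about 8.8% in these data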;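 also: cells exposed to compound for 20 h before luminescence read; 0% = DMSO alone and 100% = MG132 at 30 µM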
Rad51 HR inh: Rad51 (human) homologous recombination inhibition; actives 0.085% (n = 200,000); Q06609; AID 1385; inhibition, % at 10 µM; hRad51 DNA strand exchange, fluorescence dequenching;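 active = inhibition above 40% at the single screening dose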;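 also: 0% = DMSO control wells and 100% = blanks with heterologous ssDNA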
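material = hRad51 filaments on single-stranded DNA | timing = filaments 15 min 37 °C, then compound 30 min | signal = FRET fluorescence dequenching, excitation 485 nm, emission 520 nm | benchmarks = control wells and blank wells on each plate | evaluation = percent inhibition relative to plate controls and blanks | compound = 10 µM final, single point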
eIF4E 4G PPI: inhibitors of eIF4E and eIF4G interaction in translation initiation. TR-FRET eIF4E-eIF4GI(517-606) binding, 2 h. inhibition, % at 21.7 µM. actives 0.37% (n = 220,000). AID 782;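 active = inhibition above about 30%, limit read from the data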;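 also: 0% = full FRET control wells and 100% = background wells lacking eIF4GI fragment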
FXIa inh: factor XIa (human) inhibition; AID 798; actives 0.14% (n = 220,000); P03951; purified FXIa, Boc-Glu-Ala-Arg-AMC fluorogenic substrate; inhibition, % at 5 µM;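 active = inhibition of at least 40%; inactive = inhibition below 40%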;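 also: fluorescence of freed AMC excited at 355 nm; 0% = enzyme without compound and 100% = no enzyme blank; many of its hits are not listed in these tables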
FXIIa inh 1536: inhibitors of human coagulation factor XIIa; P00748; purified FXIIa, Boc-QGR-AMC fluorogenic substrate, 2 h; inhibition, % at 5 µM; actives 0.3% (n = 220,000); AID 800; in the data active = inhibition above about 40%;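 also: 0% = enzyme with no compound and 100% = blank without enzyme; many of its hits are not listed in these tables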
Target sequence (P00748 20-372 limits assumed): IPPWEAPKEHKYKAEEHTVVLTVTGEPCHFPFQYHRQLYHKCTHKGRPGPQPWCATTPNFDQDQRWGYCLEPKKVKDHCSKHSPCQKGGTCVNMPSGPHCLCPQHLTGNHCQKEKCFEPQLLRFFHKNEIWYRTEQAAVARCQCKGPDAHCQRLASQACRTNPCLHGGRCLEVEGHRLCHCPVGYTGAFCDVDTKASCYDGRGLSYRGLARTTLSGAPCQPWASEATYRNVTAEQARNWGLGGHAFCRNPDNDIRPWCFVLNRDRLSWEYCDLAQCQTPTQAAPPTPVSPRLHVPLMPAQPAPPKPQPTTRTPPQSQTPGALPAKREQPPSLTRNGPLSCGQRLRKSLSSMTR
Target sequence (P00748 373-615 limits assumed): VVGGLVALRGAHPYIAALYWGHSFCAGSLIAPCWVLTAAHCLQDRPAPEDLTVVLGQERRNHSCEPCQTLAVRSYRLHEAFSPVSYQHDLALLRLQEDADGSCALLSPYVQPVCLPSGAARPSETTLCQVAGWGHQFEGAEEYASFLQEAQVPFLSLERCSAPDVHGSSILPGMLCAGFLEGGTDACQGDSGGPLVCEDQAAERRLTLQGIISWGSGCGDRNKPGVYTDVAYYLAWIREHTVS
14-3-3 Bad PPI: disrupts binding of bovine 14-3-3 zeta to phospho-Bad peptide. actives 0.71% (n = 220,000). inhibition, % at 21.7 µM. TR-FRET 14-3-3zeta/Dy647-pBad peptide displacement, 1 h;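 active = inhibition above about 70%, limit read from the data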;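 also: 0% = full 14-3-3 plus peptide FRET controls and 100% = background without 14-3-3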
MDM2 E3 inh: blocks human Mdm2 ubiquitin ligase activity; signal enhancement, % at 5 µM; cell-based MDM2 ubiquitination luciferase reporter, 2 h; 0 = plate control, 100 = twice control, blank-subtracted; Q00987; AID 1230; actives 0.11% (n = 210,000);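 active = signal enhancement of 30% or more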;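 also: luminescence tracks abundance of the self-degrading MDM2-luciferase fusion protein; higher signal means inhibition of MDM2 E3 ligase activity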
Target sequence (Q00987 whole entry, looked up, the tested form may be a part): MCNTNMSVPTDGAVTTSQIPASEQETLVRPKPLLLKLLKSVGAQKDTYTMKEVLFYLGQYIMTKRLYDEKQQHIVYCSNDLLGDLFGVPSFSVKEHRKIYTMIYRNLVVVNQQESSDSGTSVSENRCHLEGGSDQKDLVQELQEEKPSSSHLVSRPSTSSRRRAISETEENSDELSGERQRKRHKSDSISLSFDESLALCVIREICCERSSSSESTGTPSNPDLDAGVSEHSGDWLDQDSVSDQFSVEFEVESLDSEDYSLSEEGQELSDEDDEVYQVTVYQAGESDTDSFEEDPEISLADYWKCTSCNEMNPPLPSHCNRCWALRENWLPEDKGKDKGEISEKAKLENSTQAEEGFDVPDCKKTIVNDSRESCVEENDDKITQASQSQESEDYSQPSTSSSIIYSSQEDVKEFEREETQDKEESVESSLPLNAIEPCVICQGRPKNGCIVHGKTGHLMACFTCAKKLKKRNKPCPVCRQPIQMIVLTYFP
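Buffer or medium: Cells held in DMEM | Assay system: Stable mammalian line carrying autodegrading MDM2–luciferase fusion reporter | Quantity: 2000 cells/well | Times: 4 h settle plus 2 h compound, 37 °C | Doses: One concentration, 5 µM, with 0.2% DMSO | Technique: Luminescence with SteadyLite reagent, 15 min at room temperature | Benchmarks: Plate controls and plate blanks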
KLK5 inh: kallikrein 5 (human) inhibition; Q9Y337; recombinant hK5, fluorogenic AMC substrate cleavage; inhibition, % at 5 µM; actives 0.59% (n = 210,000); AID 873;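 active = inhibition of 40% or more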;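 also: 0% = enzyme controls without compound and 100% = no-enzyme blanks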
The depositor's hits bear a star; nt = not tested or not shown; [ ] = dose if it differs, or a comment. Rows were taken by chance; overall some 3.5% were active at least once.

SMILES	p97 inhibitor	Wee1 stabilizer	Rad51 HR inh	eIF4E 4G PPI	FXIa inh	FXIIa inh 1536	14-3-3 Bad PPI	MDM2 E3 inh	KLK5 inh
O=C1CSC(c2ccc(Cl)cc2)N1c1cccnc1 (configuration not stated)	5	2	7	2	6	6	-5	-10	8
CN1CCN(C(=S)SCC(=O)Nc2nc(-c3ccccc3)c(-c3ccccc3)o2)CC1	-5	2	-10	1	0	0	3	-20	-5
CCCCn1c(SCC(=O)NC(=O)NCc2ccco2)nc2cc(S(N)(=O)=O)ccc21	-2	3	-4	3	-1	13	8	-7	-30
COc1ccccc1/C=N/NC(=O)c1sc(C)nc1C	-3	2	0	-1	1	nt	2	-7	4
Cc1cccc2cc(=O)[nH]c(C)c12	-2	0	2	-5[fluorescence artefact?]	1	16	10[fluorescence artefact?]	-5	-7
Cc1csc(SCC(=O)NC2CCCCC2)n1	-1	2	3	0[fluorescence artefact?]	-13	12	3[fluorescence artefact?]	-19	-2
Cn1c(=O)n(-c2cccc(Cl)c2)c(=O)c2c3c(sc21)COC(C)(C)C3	3	1	10	-1[fluorescence artefact?]	0	21	-13	-5	1
CC1(C)Cc2cccc(OCC(=O)Nc3cccnc3Cl)c2O1	3	-2	7	8	-12	6	-7	-12	-7
COCCNC(=O)C(=O)c1c(-c2ccccc2)[nH]c2ccccc12	1	-3	4	1	-4	7	-4	-8	4
CCN(CC)S(=O)(=O)c1ccc(C(=O)OCCNC(=O)c2cccnc2)cc1	3	0	6	5[fluorescence artefact?]	3	25	54[fluorescence artefact?]	-17	-6
Cn1nc([N+](=O)[O-])nc1Oc1ccc2ccccc2c1	5	-3	2	-3	16	7	3	-10	5
CCN(CC)C1=NC=CC(c2ccccc2)=CC1C (configuration not stated)	-1	-2	-1	14	3	4	5	7	-14
O=C(COC(=O)/C=C/c1ccc(Cl)cc1)NCCN1C(=O)CSC1=O	-2	0	1	1	-3	2	-3	-7	-7
CC(C)c1ccc(S(=O)(=O)c2ccc(NN)cc2)cc1	-6	-1	7	-4	-3	5	-3	-15	-3
O=C(CNS(=O)(=O)c1ccccc1)Nc1ccc(C(F)(F)F)cc1	-5	1	-1	nt	-5	-2	nt	-12	-5
CC(C)=CCN1CCN(Cc2cccc3nonc23)CC1CCO (configuration not stated)	1	-2	nt	2	0	5	-5	-12	nt
COc1ccccc1Nc1nnc(SCC(=O)N2CCCC2=O)s1	0	-2	6	9	6	16	-4	-12	-19
Cc1ccc(C(=O)CC(=O)c2cccc(F)c2)c(O)c1	-3	-1	-2	7	-2	2	-4	-20	-3
Cc1ccc(-n2nnnc2Sc2ccc(S(=O)(=O)NCCN(C)C)cc2[N+](=O)[O-])cc1	4	2	nt	-1	4	12	7	-19	-4
C#CCNC(=O)C1=C[C@H](c2ccccc2)C[C@H](OCCCCO)O1	5	0	4	0	2	12	2	nt	3
CC1CCCCC1N=CC1=C(O)CC(C)(C)CC1=O (configuration not stated)	-4	3	0	-2	3	8	-1	-10	-11
Cc1cccc(NC(=O)Nc2ccc([N+](=O)[O-])cc2)n1	1	1	-2	1	-6	3	15	-28	-3
CCCCNCC1C(Oc2ccc(Cl)cc2)C(=O)N1c1ccccc1C (configuration not stated)	-1	-3	-2	-2	3	1	-5	-8	-1
O=c1cc(-c2ccccc2Cl)oc2cccc(O)c12	-1	1	-6	-6[fluorescence artefact?]	0	6	3	nt	-16
CCN1CCN(S(=O)(=O)c2ccc(OC)c(Br)c2)CC1	6	0	10	-5	0	4	-5[fluorescence artefact?]	5	-5
CCOC(=O)c1c(C)[nH]c(C(=O)CSc2nnc(C3CC3)n2N)c1C	-5	0	8	0	-1	6	-3	-17	9
N#CCc1c(C#N)c(N)nc(N2CCN(c3ccc(F)cc3)CC2)c1C#N	1	-2	-2	-2[fluorescence artefact?]	0	13	11	-12	-5
O=C(Nc1cccnc1)c1cnc2ccccc2n1	1	8	-6	5	3	10	4	-16	15
COc1ccc2c(c1)SCC/C2=C\CN1C(=O)CCC1=O	-7	0	13	-31	18	33	25	-1	30
Cc1ccc(NC(=O)NCc2ccc3c(c2)OCO3)c(C)c1	3	-3	-3	1	-2	5	-9	-4	4
Oc1ccccc1-c1nnc(COc2ccc(Cl)cc2Cl)o1	4	-2	-8	1	-10	-5	2	-10	6
O=C(NCc1ccccc1)C1=C[C@H](c2ccc(Br)cc2)C[C@H](OCc2ccc(CO)cc2)O1	3	-1	7	1	-2	2	-4	nt	-2
Cc1ccc(S(=O)(=O)c2cc(N3CCOCC3)nc(-c3ccccc3)n2)cc1	0	1	nt	-4[fluorescence artefact?]	-1	15	7	-15	-26
S=C(NCCN1CCOCC1)N/N=C/c1c2ccccc2cc2ccccc12	-5	3	-1	2[fluorescence artefact?]	-5	0	-9	-13	0
CC1Cc2ccccc2N1C(=O)COc1ccc2c(c1)OCO2 (configuration not stated)	-7	2	-7	-3	2	10	-2	1	9
Cc1ccc(S(=O)(=O)N/N=C\c2cc3c(cc2[N+](=O)[O-])OCO3)cc1	5	4	-6	-3	5	7	-2	10	5
CC(=O)NC1=NC(=O)/C(=C/N2CCOCC2)S1	0	0	3	1	5	16	14	-4	17
O=[N+]([O-])c1ccc(-c2cn(-c3ccccc3F)c(=S)[nH]2)cc1	-6	-2	-37	1	-3	4	-13	-11	-4
Cn1ncc(Br)c1C(=O)N1CCN(C(=O)c2ccco2)CC1	1	2	-12	0	11	6	-16	-4	-11
Cc1ccc(OCC(=O)Nc2ccc3c(c2)CCC3)c([N+](=O)[O-])n1	4	0	12	0	-7	4	-3	4	-4
C/C(CC(=O)N1CCN(C=O)CC1)=N\NC(=O)c1ccc(Cl)cc1	0	-1	6	2	-7	-1	-8	-43	-4
C/C=C(/C)C(=O)Nc1cccc(C2=NOC3(C2)C[C@H](C(N)=O)N(C(=O)Cc2ccc([N+](=O)[O-])cc2)C3)c1 (some centres not stated)	nt	nt	-1	1	3	9	1	0	2
CC(=O)c1cccc(NC(=O)N2CCCC2C(=O)NCc2ccc(C)cc2)c1 (configuration not stated)	-1	-2	-8	1	-7	3	3	-5	2
CN1CCC(N(C)CC(O)c2ccccc2)CC1 (configuration not stated)	6	-3	13	-2	-2	8	12	-9	1
Cc1ccc(-c2nnc(SCC(=O)Nc3ccc4c(c3)OCCO4)n2N)cc1	-5	2	1	0	0	0	-19[fluorescence artefact?]	-9	-67
CN1CCN(C(=O)c2cnn3c2NC(c2ccccc2)CC3C(F)(F)F)CC1 (configuration not stated)	-6	-4	-11	3	4	nt	5	0	15
CCSc1nc2ccccc2n1CC(N)=O	6	-3	nt	-1	-7	-1	-10	-20	7
Cc1occc1C(=O)NCc1ccccc1	4	3	-1	-5	-2	13	2	-8	6
COc1ccc(C2N(c3ccc4c(c3)OCCO4)C(=O)C2(F)F)cc1OC (configuration not stated)	-1	0	nt	-10	-1	3	-7	nt	0
O=C(CSc1ccc2nnc(-c3ccccc3)n2n1)N1CCCc2ccccc21	2	2	-7	-3	4	10	3	-5	3
O=C(NCCc1ccccc1)c1ccc(-c2ccccc2Cl)o1	1	0	-6	8[fluorescence artefact?]	2	10	-1	nt	-8
Cc1ccc(Cn2ncc3c(N4CCCC4)ncnc32)cc1	3	-1	5	-12[fluorescence artefact?]	0	17	1	-15	-15
C/C(N)=C(/C#N)C(=O)CSc1n[nH]c(-c2cccs2)n1	3	2	7	3	-5	1	-2	-13	-9
O=C1c2cccnc2C(=O)N1Cc1ccc(Cl)cc1	-3	-2	1	-8	-9	5	0	-27	-25
CC(=O)Nc1nc2c(c3c1c(=O)oc1ccccc13)CCCCC2	3	1	nt	1	6	9	0	-12	0
O=C(NC1CCCCC1)N1CCCC(c2nc3ccccc3[nH]2)C1 (configuration not stated)	2	2	5	-5[fluorescence artefact?]	-7	-7	-21[fluorescence artefact?]	-15	-23
COc1cc2[nH]ccc(=O)c2cc1OC	4	-2	4	4[fluorescence artefact?]	-5	2	3	nt	-9
COc1cccc(CN2CCN(Cc3ccc(O)cc3)CC2CCO)c1 (configuration not stated)	5	-3	9	2	-3	-2	-6	-8	-4
CC(C)CC(NC(=O)C1CCC(C)CC1)C(=O)Nc1cccnc1 (configuration not stated)	3	-1	0	3	-3	8	-1	1	-25
CC1(C)CC(N(Cc2ccccc2)C(=O)Cc2ccccc2)CCO1 (configuration not stated)	1	2	nt	2	2	10	-1	nt	nt

Part of the list above, with bars between the fields.
mol | p97 inhibitor | Wee1 stabilizer | Rad51 HR inh | eIF4E 4G PPI | FXIa inh | FXIIa inh 1536 | 14-3-3 Bad PPI | MDM2 E3 inh | KLK5 inh
Cc1ccc(Cn2ncc3c(N4CCCC4)ncnc32)cc1 | 3 | -1 | 5 | -12[fluorescence artefact?] | 0 | 17 | 1 | -15 | -15
C/C(N)=C(/C#N)C(=O)CSc1n[nH]c(-c2cccs2)n1 | 3 | 2 | 7 | 3 | -5 | 1 | -2 | -13 | -9
O=C1c2cccnc2C(=O)N1Cc1ccc(Cl)cc1 | -3 | -2 | 1 | -8 | -9 | 5 | 0 | -27 | -25
CC(=O)Nc1nc2c(c3c1c(=O)oc1ccccc13)CCCCC2 | 3 | 1 | nt | 1 | 6 | 9 | 0 | -12 | 0
O=C(NC1CCCCC1)N1CCCC(c2nc3ccccc3[nH]2)C1 (configuration not stated) | 2 | 2 | 5 | -5[fluorescence artefact?] | -7 | -7 | -21[fluorescence artefact?] | -15 | -23

The listing continues:
SMILES	p97 inhibitor	Wee1 stabilizer	Rad51 HR inh	eIF4E 4G PPI	FXIa inh	FXIIa inh 1536	14-3-3 Bad PPI	MDM2 E3 inh	KLK5 inh
Clc1ccc(OCCn2cnc(Cl)c2Cl)cc1	-4	-1	-2	-2	4	15	0	-11	5
COC(C[C@H]1O[C@H]1[C@@H](O)[C@H](C)OCc1ccccc1)OC	nt	nt	3	1	3	6	-4	19	2
COc1ccccc1C(CC(=O)Nc1nccs1)c1ccco1 (configuration not stated)	-2	2	-5	1	6	17	-13	-30	-4
CCOC(=O)c1c(C)[nH]c(C)c1-c1ccccc1OC	0	0	-7	12	3	14	-12	-5	-24
COc1ccc(/C=N/NC(=O)CCc2c(C)n[nH]c2C)cc1O	-1	4	-4	1	-1	8	-7	-14	2
Cn1cccc1Cc1nnc(SCC(=O)N2CCN(c3ccccc3)CC2)n1-c1ccc(F)cc1	-3	0	1	-1	9	21	3	2	14
Cc1nnc(SCC(=O)NCCN2C(=O)CSC2=O)s1	6	-2	-6	0	-8	11	-15	-15	-25
COc1ccc(CNC(=O)C2CCNCC2)cc1	2	-3	1	-11	11	28	-11	-16	-3
c1ccc(Cn2nnc3c(N4CCc5ccccc5C4)ncnc32)cc1	-1	-2	-1	-6	0	11	7	8	-7
COc1ccc(CCNC(=O)CSc2nnc(-c3cccc(F)c3)o2)cc1OC	5	1	-1	-9	-1	15	9	2	-4
COc1ccccc1NC(=O)Cn1cc(C(=O)c2ccco2)c2ccccc21	4	2	-1	3	0	4	1	-5	-4
O=[N+]([O-])c1cc(S(=O)(=O)Nc2ccccc2)ccc1NCc1ccccc1	6	-1	3	-2	1	10	-5	-15	-4
Cc1c(C(=O)Nc2cnccn2)oc2ccccc12	2	1	3	2	3	8	-6	-2	-1
CC(C)c1ccccc1N=C1SCCN1C1CCS(=O)(=O)C1 (configuration not stated)	0	2	-11	-1[fluorescence artefact?]	-4	10	-3	-38	-11
